Eya2 inh = inhibitors of human Eya2 phosphatase activity; recombinant Eya2, OMFP fluorescence dephosphorylation (OMFP is methylfluorescein phosphate); Potency, µM (series often up to 76.9 µM), inactives show top-dose activity, negative = inhibition, most hits filed as inhibitors; 330,000 compounds, 0.006% hits; AID 488837; further: potency means the concentration at half of the fitted maximal effect; on the % scale 0 is the no-effect control and ±100 the full control effect
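Eya2 protein (added as 0.2 uM solution) was preincubated with compound for 10 min at ambient temperature in 50 mM HEPES pH 7.5, 50 mM NaCl, 5 uM MgCl2, 0.05% BSA, 1 mM DTT. OMFP (added at 50 uM) then reacted 10 min; fluorescence read at 485/525 nm.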
USP2a inh = blocks human ubiquitin-specific protease USP2a; O75604; USP2 core, Ub-CHOP2 coupled fluorogenic reporter, 485/531; Potency, µM (doses to about 38.3 µM), for the others: at the top dose activity change, negative = inhibition, actives largely listed as inhibitors; 330,000 compounds, 0.01% hits; AID 463254;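 further: potency means the concentration at half of the fitted maximal effect; plate controls were DMSO wells for no effect and full inhibition by NEM control for full effect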
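Cell-free coupled assay: 10nM USP2 core preincubated 30min RT with compound in Tris-HCl pH 8.0/CaCl2/CHAPS buffer, then 25nM Ub-CHOP2 and 25nM reporter substrate; fluorescence (Ex 485/Em 531) read after 60min RT, normalized to NEM inhibition, concentration-response curves fitted.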
KCNH2 WT inh = inhibitors of human wildtype KCNH2 potassium channel; 340,000 compounds, 0.37% hits; activity change, % at 1.84 µM; Q12809; U2OS, BacMam KCNH2, thallium flux FluxOr; stronger effect = lower value;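 active means maximum activity change below -70%; inconclusive means maximum activity change between -70% and -50%; inactive means maximum activity change above -50%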; further: on the % scale 0 is the no-effect control and ±100 the full control effect
Target sequence (Q12809 whole entry, looked up): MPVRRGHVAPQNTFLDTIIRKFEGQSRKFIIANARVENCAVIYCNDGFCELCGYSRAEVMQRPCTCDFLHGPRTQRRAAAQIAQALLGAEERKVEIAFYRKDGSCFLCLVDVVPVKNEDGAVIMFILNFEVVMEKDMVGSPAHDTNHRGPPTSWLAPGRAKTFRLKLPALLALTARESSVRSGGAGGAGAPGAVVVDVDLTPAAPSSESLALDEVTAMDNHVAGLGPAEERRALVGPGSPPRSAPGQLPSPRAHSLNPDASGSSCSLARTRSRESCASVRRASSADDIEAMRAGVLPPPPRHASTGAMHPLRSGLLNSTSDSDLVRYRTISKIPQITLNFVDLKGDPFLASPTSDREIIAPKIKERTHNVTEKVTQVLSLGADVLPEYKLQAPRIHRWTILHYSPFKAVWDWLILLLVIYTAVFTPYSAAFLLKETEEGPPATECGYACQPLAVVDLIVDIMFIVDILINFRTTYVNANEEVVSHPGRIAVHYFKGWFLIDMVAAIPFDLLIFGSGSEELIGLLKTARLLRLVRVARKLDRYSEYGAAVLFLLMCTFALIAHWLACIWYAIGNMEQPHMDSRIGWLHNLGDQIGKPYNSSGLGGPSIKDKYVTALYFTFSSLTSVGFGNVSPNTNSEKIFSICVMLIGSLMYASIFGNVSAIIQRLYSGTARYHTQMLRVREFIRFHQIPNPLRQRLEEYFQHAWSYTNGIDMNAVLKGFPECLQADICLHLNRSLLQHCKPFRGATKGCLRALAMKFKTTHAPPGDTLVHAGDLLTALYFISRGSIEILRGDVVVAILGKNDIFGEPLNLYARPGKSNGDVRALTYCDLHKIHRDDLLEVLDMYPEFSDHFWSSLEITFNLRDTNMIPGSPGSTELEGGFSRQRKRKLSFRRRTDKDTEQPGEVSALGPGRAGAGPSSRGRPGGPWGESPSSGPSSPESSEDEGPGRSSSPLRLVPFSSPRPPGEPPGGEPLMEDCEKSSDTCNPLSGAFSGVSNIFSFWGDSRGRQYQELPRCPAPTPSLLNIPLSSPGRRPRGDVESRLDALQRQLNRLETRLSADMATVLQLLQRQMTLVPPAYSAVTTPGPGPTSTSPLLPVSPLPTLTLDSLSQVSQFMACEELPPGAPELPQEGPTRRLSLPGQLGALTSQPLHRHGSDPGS
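U2OS cells were transduced with wild-type KCNH2 virus (2.03 x 10^8 / mL) for 4 h at room temperature, then cultured overnight at 37 C. Thallium flux was read with FluxOr dye. Rate constants were normalized to DMSO controls.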
TCR act = T cell receptor activation | primary human leukocytes, anti-CD3, IL-2 HTRF, 48 h | Potency, µM (titrated, usually from 9.22 µM), inactives show at the highest dose activation of IL-2 secretion, actives largely listed as activators | 330,000 tested, under 10 active; further: % of control where 0% means no effect
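TCR engagement came from a-CD3 beads alone, with compounds added to primary human leukocytes for 48 hr. Secreted IL-2 bridged europium cryptate- and d2-labelled anti-IL-2 antibodies, giving FRET emission at 665nm after 320nm excitation.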
TRPV1 agonist = human TRPV1 agonism; Q8NER1; TRPV1-expressing cells, Fluo-8 calcium influx, agonist mode; activation, % at 8.33 µM; 320,000 compounds, 0.19% hits; in the data active means activation above about 80%; inconclusive means between about 30% and that limit; further: 0% is about no effect
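TRPV1-expressing cells were cultured overnight at 35.5C and loaded with Fluo-8 calcium dye for 40 to 90 min at room temperature. After a 10 s baseline, compound was added and calcium influx was read kinetically for 3 min (ex 480/em 520 nm).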
Mito fusion act = blocks mitochondrial division or promotes mitochondrial fusion. S. cerevisiae fusion-defective mutant growth rescue, CellTiterGlo 48 h. Potency, µM (series often up to 46.1 µM), without a hit: at the highest dose growth rescue (activation), hits mostly activators. 320,000 compounds, 0.23% hits;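 further: potency means the concentration at half of the fitted maximal effect; % of control where 0% means no effect; nearly all actives have a fitted effect of over 45% in size; temperature-sensitive fusion mutants such as fzo1-1 at 37 °C on non-fermentable ethanol glycerol medium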
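Temperature-sensitive fusion-defective S. cerevisiae (e.g. fzo1-1, mgm1-5) were grown with compound in YPEG medium (3% ethanol, 3% glycerol) for 48 hours at 37C. Growth rescue was measured as viability by CellTiterGlo luminescence after 10 minutes at ambient.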
KCNH2 3.1 inh = blocks the human KCNH2 3.1 channel isoform; U2OS KCNH2 3.1, thallium flux FluxOr; stronger effect = lower value; activity change, % (tested at about 1.8 µM); 340,000 compounds, 0.95% hits; AID 720553;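 active means maximum activity change below -70%; inconclusive means maximum activity change from -70% to -50%; inactive means maximum activity change above -50%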;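 further: thallium influx rate constant from kinetic fluorescence after stimulation buffer; on the % scale 0 is the no-effect control and ±100 the full control effect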
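Channel expression came from 3.1 mutant virus (1.77 x 10^8 /mL) applied to suspended U2OS cells for 4 h. Flux was tracked with FluxOr dye plus Red40 quencher, and kinetic rate constants normalized to controls.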
ELG1 repair inh = inhibitors of ELG1-dependent DNA repair in HEK293T cells. Potency, µM (titrated, usually from 46.1 µM), without a hit: at the highest dose activity change, negative = inhibition, actives largely listed as inhibitors. 330,000 compounds, 2.3% hits. AID 504467. HEK293T ELG1-luciferase reporter, luminescence, 16 h; DNA damage induced by 5-fluorouridine; further: potency means the concentration at half of the fitted maximal effect; on the % scale 0 is the no-effect control and ±100 the full control effect; nearly all actives have a fitted effect of over 55% in size
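Quantitative HTS, concentration-response format. 2,000 cells/well co-treated with 5-fluorouridine and compound, 16 hr in 5% CO2 at 37 °C; ONE-Glo luminescence read after 30 min.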
TSHR antag = antagonists of human thyroid stimulating hormone receptor; P16473; TSHR-expressing cells, TSH-stimulated cAMP HTRF, 2 h; stronger effect = lower value; activity change, negative = inhibition, % at 11.5 µM; 330,000 compounds, 0.2% hits; AID 504810;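 active means activity change below a set negative limit, meaning inhibition stronger than a set level, cut at about -70% in these data; inconclusive means activity change between two set negative limits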; further: on the % scale 0 is the no-effect control and ±100 the full control effect
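Antagonism was scored as loss of TSH-driven cAMP in TSHR cells, stimulated with 4nM TSH (EC80) for 2 hours at 37 deg C and detected by homogeneous HTRF competition immunoassay.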
A-T KAP1 phos = potential ataxia-telangiectasia treatment; Potency, µM (doses to about 57.5 µM), for the others: top-dose activation, hits mostly activators; 320,000 compounds, 0.19% hits; AID 485349; […] A-T fibroblasts, KAP-1 phosphorylation AlphaLISA; neocarzinostatin DNA damage 30 min before lysis; further: potency means the concentration at half of the fitted maximal effect; % of control where 0% means no effect; nearly all actives have a fitted effect of over 45% in size
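hTERT-immortalized A-T patient fibroblasts ([…]), 500 cells/well in OPTI-MEM, 1% FBS, got compounds for 60 min, then NCS for 30 min at 37C. Lysates were then assayed for phospho-KAP-1 by AlphaLISA (anti-pKAP1 donor, anti-KAP1 acceptor beads), 6 hr at 25C.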
Numbers without * were called inactive; i = inactive; ? = inconclusive; nt = not tested or not shown; [ ] = another dose, or the depositor's remark. Unless noted, the call rests on the fitted dose curve; in most records, active means well fitted curve in the direction sought with a large enough effect; inconclusive means small, poorly fitted or top-dose-only effect, or another doubt; inactive means no such curve, though single readings can be large; an effect the other way counts as inactive or inconclusive. A portion of the library; count on the stated rates, not on these rows.

Each structure is followed by: A-T KAP1 phos	TCR act	KCNH2 WT inh	USP2a inh	ELG1 repair inh	Eya2 inh	Mito fusion act	TSHR antag	KCNH2 3.1 inh	TRPV1 agonist
COc1cccc(CNc2ncc(-c3ccccc3)n2C)c1
    -2%	5%	10	3%	-18%	5%	2%	33	12	-2
COc1ccc([C@H]2CC(=O)C=C(c3ccc(OC)c(F)c3)C2)cc1
    7%	2%	5	-2%	?	2%	26%	3	1	12
CSc1cccc(NC(=O)c2ccc(CN3CCc4ccccc4C3)cc2)c1
    2%	3%	25	-10%	-21%	6%	-20%	-19	?	19
Cc1ccsc1/C=C(\C(=O)c1ccc(OC(C)C)cc1)c1nc2ccccc2o1
    -4%	-2%[46.1 µM]	-4	1%	?	8%	nt	-1	-39	6
COCc1cc(C)nc(SCC(=O)Nc2cccc3cccnc23)c1C#N
    11%	0%[46.1 µM]	-1	0%	6%	1%	-1%	-1	6	1
Cc1ccccc1NC(=O)c1cccc(C(=O)Nc2ccccc2C)n1
    3%	-4%	0	-1%	?	9%	5%	-14	-6	2
CC1CN(c2ccc([N+](=O)[O-])cc2F)CCN1C(=O)c1ccco1 (configuration not stated)
    4%	-7%	15	0%	-2%	7%	-2%	-10	-5	?
CCOc1cc(N2CCOCC2)c(OCC)cc1NC(=O)[C@H](C)N1C(=O)C2CC=CCC2C1=O (some centres not stated)
    11%	3%	35	4%	2%	0%	1%	-32	-2	6
Cc1ccc(C(=O)OCC(=O)N(C)C2CCS(=O)(=O)C2)cc1S(=O)(=O)N1CCOCC1 (configuration not stated)
    1%	1%	0	2%	-4%	-2%	-3%	5	24	1
Fc1ccccc1-c1ccc(/C=N/Nc2nc3ccccc3[nH]2)o1
    6%	2%[46.1 µM]	-15	-2%	?	-10%	-3%	-1	?	?
Cc1cc(C(F)(F)F)nc(CCNC(=O)C2CCC(=O)N(Cc3cccc(F)c3)C2)n1 (configuration not stated)
    -3%	3%	1	4%	5%	0%	-3%	0	-9	-4
Cc1nn(C)cc1CNC(=O)Nc1ccc(Br)cc1Cl
    2%	-2%	5	0%	2%	-14%	7%	-7	-6	-7
CCOC(=O)c1c(Cc2cccc(Cl)c2)c[nH]c1C
    3%	-8%[46.1 µM]	i	5%	0%	-18%	?	-28	-22	5
CCOc1ccccc1NC(=O)CSc1nc2cccnc2n1C
    -1%	-3%	-6	0%	?	-2%	7%	-8	23	0
COCCn1c(SCc2ccc(OC)c(F)c2)nc2ccccc2c1=O
    5%	-23%	0	5%	?	-4%	3%	-16	-11	7
O=C(Nc1ccc(NC(=O)C2CC2)cc1)c1cccs1
    10%	10%	-3	0%	?	8%	2%	4	-3	5
Cc1noc(C)c1COc1ccccc1C(=O)N(C)Cc1ccc(F)cc1
    3%	-4%	6	2%	-9%	9%	8%	-14	3	2
Cc1nn(CC(=O)NCC2CCCO2)c(=O)c2cc3ccccc3n12 (configuration not stated)
    -4%	1%	-2	7%	21%	-2%	7%	4	16	-1
Cc1ccc(NC(=O)CSC(C)c2nc3ccccc3c(=O)[nH]2)cc1 (configuration not stated)
    14%	2%	11	-1%	16%	12%	4%	48	nt	-4
CCOc1ccc(S(=O)(=O)n2c([N+](=O)[O-])cnc2C)c(C)c1C
    -4%	-1%	4	1%	13%	-5%	-2%	5	-1	-1
O=C(O)Cn1c2ccccc2c2n[nH]c(=S)nc21
    5%	-16%	12	-8%	-26%	1%	4%	10	5	-7
O=C(NC(=S)N1CCN(c2ccc([N+](=O)[O-])cc2)CC1)c1ccccc1
    -10%	5%	21	9%	-4%	18%	-8%	6	-21	-4
COCCN(C(=O)COC(=O)CNC(=O)c1cccs1)c1c(N)n(Cc2ccccc2)c(=O)[nH]c1=O
    0%	nt	-4	1%	5%	12%	-4%	-3	-24	-5
NS(=O)(=O)c1ccc(CCNC(=O)CSc2nnc3ccccn23)cc1
    -1%	-40%	-2	11%	-8%	14%	-5%	1	4	0
Cc1ccc(/C=N/NC(=O)Cn2cnc3ccccc32)cc1
    -1%	-6%	-4	-7%	-11%	-9%	3%	12	21	2
CCn1c(SCC(=O)N/N=C/C=C\c2ccco2)nc2ccccc21
    -9%	1%[46.1 µM]	4	2%	8%	3%	2%	-3	nt	-1
O=C1c2ccc3c4c(ccc(c24)C(=O)N1Cc1cccnc1)C(=O)N(Cc1cccnc1)C3=O
    1%	nt	nt	-1%	0%	-34%	-5%	4	nt	-3
COC(=O)c1sccc1-n1cccc1C(=O)N1CCOCC1
    -2%	4%	-13	2%	2%	9%	1%	31	8	-7
COc1ccc(NS(=O)(=O)c2ccc3oc(SC4CCOC4=O)nc3c2)cc1 (configuration not stated)
    -5%	0%	3	8%	17%	-44%	1%	-19	-13	0
COc1ccc(N2CCN(C(=O)c3ccc(S(=O)(=O)N4CCOCC4)cc3)CC2)cc1
    2%	nt	12	3%	2%	9%	-1%	37	-8	0
CCN1CC(C)C(O)(c2ccccc2)CC1C (configuration not stated)
    0%	2%	-4	1%	5%	6%	2%	-3	21	1
COc1ccccc1NS(=O)(=O)c1cc(NC(=O)C2CC2)ccc1N1CCOCC1
    3%	nt	nt	-4%	0%	-1%	3%	-4	nt	-4
CN(CCO)c1ccc(C(C(=O)c2ccccc2)c2ccc(N(C)CCO)cc2)cc1
    -1%	-4%	-2	3%	18%	-23%	-10%	1	-7	17
CCC(CC)C(=O)c1c[nH]c(C(=O)NCc2ccncc2)c1
    2%	-7%	4	1%	0%	3%	?	-3	0	12
COc1ccc(-c2nnc(SCC(=O)N3CCCc4ccccc43)o2)cc1OC
    0%	14%[46.1 µM]	-15	3%	?	6%	0%	-6	-36	-2
COc1ccc(N(CC(=O)NC2CCCCC2)C(=O)CNC(=O)c2cccs2)cc1
    1%	-4%	-32	0%	-5%	13%	6%	2	-15	-3
COc1ccc(S(=O)(=O)N2CCCOC2CNC(=O)C(=O)NCCc2ccco2)cc1 (configuration not stated)
    3%	2%	2	-2%	-12%	-5%	1%	4	3	6
CCN(CC)S(=O)(=O)c1cccc(NC(=O)CSc2nnc(N)s2)c1
    -6%	6%	3	1%	-9%	-3%	10%	41	0	-2
COCCCNC(=O)c1ccc2c(c1)nc(C)n2-c1cccc(C)c1
    -2%	3%	6	-1%	10%	-14%	-8%	-5	-21	16
CC(=O)Nc1ccc(NC(=O)C(C)OC(=O)c2cc(S(=O)(=O)N3CCOCC3)ccc2Cl)cc1 (configuration not stated)
    -1%	-8%	0	1%	?	4%	-5%	20	-9	3
CC12CCC(O)CC1=CCC1C2CCC2(C)C1CCC21CCC(=O)O1 (configuration not stated)
    13%	0%[46.1 µM]	-1	2%	2%	2%	20µM*	-9	-4	?
N#Cc1ccc(Cl)cc1NC(=O)CNCc1cccs1
    ?	8%	6	3%	-5%	0%	5%	5	1	1
O=[N+]([O-])c1cccc(-c2nc(-c3ccccc3)no2)c1
    6%	-4%	0	1%	?	7%	23%	-1	-11	-8
CCCCn1nnc(NC(=O)c2ccc(-c3cccc(Cl)c3)o2)n1
    6%	nt	-29	-6%	11%	-21%	6%	-14	-36	0
Cc1ccc(OCC(=O)NNC(=O)c2ccccc2OCc2c(C)noc2C)cc1
    -2%	-4%	0	0%	-24%	4%	1%	nt	16	0
CC1(C)CC(=O)C=C(NCCN2CCNCC2)C1
    -3%	0%	-50	3%	-2%	-16%	0%	3	1	-2
COc1ccc(NC(=O)c2cc([N+](=O)[O-])ccc2O)cc1
    1%[11.5 µM]	1%	-1	4%	?	-1%	14%	-29	0	1
CCc1nnc(NC(=O)CSCc2cc(=O)n3ccsc3n2)s1
    -6%	1%	-7	5%	24%	-5%	-3%	-5	-4	3
O=C(COC(=O)C1CCC1)Nc1ccc(OC(F)F)cc1
    3%	4%	-3	0%	2%	-1%	-3%	-7	-2	8
COCCSc1ccccc1C(=O)Nc1cccnc1
    2%	-1%	6	0%	8%	8%	0%	-1	-2	2
Cc1occc1C(=O)NNS(=O)(=O)c1ccc(Cl)cc1
    3%	-2%[46.1 µM]	-11	4%	3%	4%	-1%	18	23	-9
COc1ccc(-c2c(C)nn(-c3ccccc3)c2N)cc1OC
    3%	0%[46.1 µM]	-15	1%	?	2%	-2%	-3	6	1
CC(=O)c1c(O)cc(C)n(-c2ccc(F)cc2)c1=O
    -4%	5%	-8	1%	2%	4%	-2%	1	-3	-1
